High-throughput results as filed in PubChem.
Giardia kill = Small Molecules that selectively kill Giardia lamblia: qHTS; Giardia lamblia trophozoite viability; actives 0.15% (n = 340,000); activity change, % at 7.66 µM, hits read low; in the data active means activity change below about -80%; inconclusive means between about -30% and that limit;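 further: parasites exposed to compound for two days anaerobically before the ATP read; on the % scale 0 is the no-effect control and ±100 the full control effect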
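Compounds were tested on trophozoites seeded at 100 cells/well and held 48 hrs at 37 deg C anaerobically. An ATP-based luminescent kit measured the remaining live cells.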
Gal4-VP16 FLuc = VP16 counterscreen qHTS for inhibitors of ROR gamma transcriptional activity. Drosophila S2 Gal4-VP16 UAS-luciferase, luminescence, 20 h. Potency, µM (series often up to 53.6 µM), without a hit: at the highest dose activity, negative = inhibition, usual class: inhibitors. actives 3.5% (n = 310,000). AID 2546, 2010;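 further: Gal4-VP16 expression switched on by copper sulfate through the metallothionein promoter; potency means the concentration at half of the fitted maximal effect; on the % scale 0 is the no-effect control and ±100 the full control effect; nearly all actives have a fitted effect of over 50% in size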
FLuc modulator = qHTS profiling assay for firefly luciferase inhibitor/activator using purifed enzyme and Km concentrations of substrates (counterscreen for miR-21 project). Potency, µM (top dose mostly 57.5 µM), for the others: at the top dose activity change, negative = inhibition, usual class: inhibitors. Luciferin 4-monooxygenase (Photinus pyralis), P08659. purified FLuc, Km substrates, luminescence inhibition. actives 6.9% (n = 360,000). AID 588342, 2011;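 further: potency means the concentration at half of the fitted maximal effect; plate controls were vehicle for no effect and reference inhibitor for full effect; nearly all actives have a fitted effect of over 55% in size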
Target sequence (P08659 whole entry, looked up): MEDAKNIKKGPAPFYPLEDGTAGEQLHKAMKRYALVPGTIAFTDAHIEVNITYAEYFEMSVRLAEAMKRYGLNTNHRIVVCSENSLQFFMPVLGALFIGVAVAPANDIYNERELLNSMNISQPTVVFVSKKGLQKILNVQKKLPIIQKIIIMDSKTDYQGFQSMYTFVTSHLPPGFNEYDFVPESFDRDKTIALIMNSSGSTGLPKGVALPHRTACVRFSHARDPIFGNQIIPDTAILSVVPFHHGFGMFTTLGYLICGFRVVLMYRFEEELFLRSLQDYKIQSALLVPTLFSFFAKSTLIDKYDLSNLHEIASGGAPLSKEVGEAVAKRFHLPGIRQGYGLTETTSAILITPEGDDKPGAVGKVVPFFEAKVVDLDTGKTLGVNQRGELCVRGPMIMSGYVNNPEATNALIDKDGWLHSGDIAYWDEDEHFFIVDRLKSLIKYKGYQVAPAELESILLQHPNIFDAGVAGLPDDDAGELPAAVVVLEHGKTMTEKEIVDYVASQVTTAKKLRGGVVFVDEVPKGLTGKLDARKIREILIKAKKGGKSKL
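Purified P. pyralis luciferase (10nM final) with 10uM D-luciferin and 10uM ATP (Km levels) in 50mM Tris acetate pH 7.5, 10mM Mg acetate, 0.01% Tween-20, 0.05% BSA; qHTS 6-point titration, ~60 µM downward; luminescence read.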
PKM2 act = qHTS Assay for Activators of Human Muscle isoform 2 Pyruvate Kinase | AID 1631, 2009 | Potency, µM (doses to about 57.5 µM), without a hit: top-dose activation, actives largely listed as activators | purified PKM2, Kinase-Glo ATP luminescence, activation; response scale: 0% is enzyme alone, no compound | Pyruvate kinase PKM (Homo sapiens), P14618 | actives 0.34% (n = 260,000); further: potency means the concentration at half of the fitted maximal effect; on the % scale 0 is the no-effect control and ±100 the full control effect; nearly all actives have a fitted effect of over 55% in size
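Purified hPK-M2 (>95%) run at intermediate activity with 0.1 mM ADP and 0.5 mM PEP in 50 mM imidazole pH 7.2, KCl, MgCl2; 1 h room temperature. ATP formed read by Kinase-Glo luminescence; normalized to uninhibited and no-enzyme controls.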
Menin-MLL TR inh = qHTS Assay for Inhibitors Targeting the Menin-MLL Interaction in MLL Related Leukemias: Competition With Texas Red Labeled MLL-derived Mutant Peptide. Menin + Texas Red MLL mutant peptide, fluorescence polarization. AID 1768, 2009. O00255. Potency, µM (doses to about 61.6 µM), for inactives: at the highest dose FP activity change, negative = inhibition, usual class: inhibitors. actives 0.23% (n = 270,000); active means well fitted inhibition curve with a large enough effect in the polarisation, with a control signal flat, not every such curve was filed as active; inconclusive means small, poorly fitted or top-dose-only effect, or effect the other way, or a change in a side signal; inactive means no such curve, though single readings can be large or run the other way; the % refers to the polarisation; further: potency means the concentration at half of the fitted maximal effect; % of control where 0% means no effect; many of its hits are not listed in these tables
ELG1 genotox = qHTS screen for small molecules that induce genotoxicity in human embryonic kidney (HEK293T) cells expressing luciferase-tagged ELG1. HEK293T ELG1-luciferase reporter, luminescence, 16 h. Potency, µM (titrated, usually from 46 µM), for the others: at the highest dose activity change, positive = activation, hits mostly activators. actives 1.3% (n = 330,000); further: potency means the concentration at half of the fitted maximal effect; % of control where 0% means no effect; nearly all actives have a fitted effect of over 60% in size
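Reporter readout depends on ELG1 protein level, which increases with genetic stress. After 16 hr compound exposure at 37 °C, luciferase activity was quantified using ONE-Glo.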
p53 reactivation = qHTS assay for re-activators of p53 using a Luc reporter; actives 0.063% (n = 320,000); Potency, µM (doses to about 92.2 µM), for inactives: at the highest dose activity change, positive = activation, actives largely listed as activators; H1299 p53-A138V BP100-luciferase reporter, luminescence, 24 h; AID 504706, 2011; further: potency means the concentration at half of the fitted maximal effect; % of control where 0% means no effect; nearly all actives have a fitted effect of over 45% in size
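H1299 (p53-null), stable ts p53-A138V + BP100-Luc; 1000 cells/well, Opti-MEM/10% FBS; cpd 4 pt, 1:5; 24 h, 37 deg C, 5% CO2; detection reagent 10 min RT; luminescence.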
NPC1 promoter act = qHTS Assay for NPC1 Promoter Activators | Huh7 NPC1 promoter luciferase reporter, 24 h | Potency, µM (top dose mostly 9.22 µM), without a hit: at the top dose activation, most hits filed as activators | actives 2.4% (n = 320,000);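 further: potency means the concentration at half of the fitted maximal effect; % of control where 0% means no effect; nearly all actives have a fitted effect of over 60% in size; reporter is driven by a mutant NPC1 promoter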
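Luminescence read-out of NPC1 promoter-driven luciferase in stably transfected Huh7 cells; compounds delivered in DMSO and left 24 h at 37C, 5% CO2, qHTS titration format.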
RORgamma inh = qHTS for inhibitors of ROR gamma transcriptional activity | Nuclear receptor ROR-gamma (Mus musculus), P51450 | Drosophila S2 Gal4-RORgamma UAS-luciferase reporter, 20 h | Potency, µM (titrated, usually from 53.6 µM), inactives show at the top dose activity change, negative = inhibition, hits mostly inhibitors | actives 5.4% (n = 310,000) | AID 2551, 2010; further: potency means the concentration at half of the fitted maximal effect; on the % scale 0 is the no-effect control and ±100 the full control effect; nearly all actives have a fitted effect of over 60% in size
Target sequence (P51450 whole entry, looked up, the tested form may be a part): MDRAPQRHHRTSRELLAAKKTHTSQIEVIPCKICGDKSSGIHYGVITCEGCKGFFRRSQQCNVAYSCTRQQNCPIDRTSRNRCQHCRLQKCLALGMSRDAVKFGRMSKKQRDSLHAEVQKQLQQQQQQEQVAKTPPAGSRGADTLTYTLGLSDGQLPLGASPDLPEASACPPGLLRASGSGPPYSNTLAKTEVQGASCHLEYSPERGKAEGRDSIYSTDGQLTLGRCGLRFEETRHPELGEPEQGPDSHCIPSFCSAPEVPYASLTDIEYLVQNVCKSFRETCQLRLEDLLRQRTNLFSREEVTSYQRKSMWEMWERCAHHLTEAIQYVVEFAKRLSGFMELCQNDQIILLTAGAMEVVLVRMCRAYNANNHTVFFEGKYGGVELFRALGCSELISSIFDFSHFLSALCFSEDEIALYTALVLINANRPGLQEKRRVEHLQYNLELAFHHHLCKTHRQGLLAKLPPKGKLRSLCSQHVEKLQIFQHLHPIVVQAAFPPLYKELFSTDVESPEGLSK
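Drosophila S2 cells stably expressing Gal4-DBD/mouse RORγ fusion under metallothionein promoter plus UAS-luciferase; compound 1 h, then 700 uM CuSO4 induction for 20 h at ambient temperature; inhibition read as reduced luminescence.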
BRCA1 expr up = qHTS Assay to Identify Small Molecule Activators of BRCA1 Expression; MCF7-BRCA1-FFLuc reporter, luminescence, 48 h; response scale: scaled: vehicle 0%, 10 µM genistein 100%; Potency, µM (titrated, usually from 46.1 µM), for inactives: top-dose activation, usual class: activators; actives 1.1% (n = 380,000); further: potency means the concentration at half of the fitted maximal effect; nearly all actives have a fitted effect of over 80% in size; some results filed as inactive show a strong effect at the top dose
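Cells: MCF7-BRCA1-FFLuc, 2000/well. Exposure: 48 h, 37 °C, 5% CO2. Read: luminescence, 15 min post-substrate. Controls: genistein 10 microM (maximal activation), DMSO (neutral).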
Rab9 promoter act = qHTS Assay for Rab9 Promoter Activators. AID 485297, 2010. actives 2.8% (n = 320,000). Huh7 Rab9 promoter-luciferase reporter, luminescence, 24 h. Potency, µM (titrated, usually from 9.22 µM), inactives show at the top dose activation, negative = inhibition, hits mostly activators; further: potency means the concentration at half of the fitted maximal effect; % of control where 0% means no effect; nearly all actives have a fitted effect of over 60% in size
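Measured in stably transfected Huh7 cells bearing a Rab9 promoter–luciferase construct: 24 h compound treatment at 37 °C, followed by luminescence detection.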
* = called active by the depositor; ? = inconclusive; . = not tested or not shown; & = joins results of further samples; [ ] = dose if it differs, or a comment. Unless noted, the call rests on the fitted dose curve; in most records, active means well fitted curve in the direction sought with a large enough effect; inconclusive means small, poorly fitted or top-dose-only effect, or another doubt; inactive means no such curve, though single readings can be large; an effect the other way counts as inactive or inconclusive.

SMILES	Giardia kill	Gal4-VP16 FLuc	FLuc modulator	PKM2 act	Menin-MLL TR inh	ELG1 genotox	p53 reactivation	NPC1 promoter act	RORgamma inh	BRCA1 expr up	Rab9 promoter act
CN(C)C(=O)c1nnc(Cc2ccc(Cl)cc2)o1	17	-6%	?	-6%	-2%	2%	0%	-3%	-5%	6%	1%
COc1ccc(C)cc1S(=O)(=O)N1CCCC(C(=O)N2CCN(c3ccccc3)CC2)C1 (configuration not stated)	21	7%	-1%	10%	-5%	-13%	-5%	-3%	?	-31%	1%
Cc1nc2nc(-c3ccc(Cl)cc3)nn2c(C)c1Cl	.	7%	?	0%	1%	?	20%	3%	0%	.	3%
Cc1noc(NS(=O)(=O)c2ccc(N3C(=O)c4ccccc4C3=O)cc2)c1C	-18	13%	5%	10%	-20%	0%	9%	0%	-38%	7%	-14%
CCN(CC)C(=O)c1[nH]cnc1C(=O)Nc1ccc(OC)cc1	12	-24%	-1%	-4%	.	9%	-4%	0%	?	-10%	-5%
CCN(CC)CCCNC(=O)C1CCC(CNS(=O)(=O)c2c(C)cc(C)cc2C)CC1 (configuration not stated)	19	2%	-2%	.	1%	-4%	?	-1%	14%	-8%	-4%
CC1CCCN(C(=O)CCS(=O)(=O)c2cc3c(cc2Cl)NC(=O)CO3)C1 (configuration not stated)	22	2%	6%&-19%	6%	-14%	3%	.	-2%	-10%	0%&14%	2%
CC(=O)Nc1nc(C)c(C(C)C)s1	-3	11%	3%	25%	.	0%	-4%	2%	22%	0%	-3%
COC(=O)C1CCN(c2c([N+](=O)[O-])cc(C(F)(F)F)cc2[N+](=O)[O-])CC1	-7	-4%	-3%	-15%	-5%	-5%	-4%	0%	4%	-24%	-4%
CCOC(=O)C1(N(CC)CC)Sc2cc(C)ccc2NC1=O (configuration not stated)	0	?	-2%	-3%	-3%	-1%	0%	-5%	8%	-63%	1%
S=C(Nc1ccc2nsnc2c1)NC1CCCCC1	-3	5µM*	21µM*	-10%	?	-2%	?	20%	2.5µM*	?	19%
Cc1ccc(-n2c(C)cc(/C=N/NC(=O)c3ccncc3)c2C)cc1C	10	?	8.5µM*	6%	9%	-1%	3%	-7%	4µM*	1%	24%
COC(=O)c1c(-c2ccc(F)cc2)noc1N	5	-7%	5%	0%	6%	3%	6%	1%	-18%	4%	-5%
COC(=O)c1ccccc1NC(=O)[C@@H]1CCC(=O)N1C1OC(=O)c2c1ccc(OC)c2OC (some centres not stated)	1	-1%	1%	-1%	2%	0%	.	0%	6%	-1%	-3%
O=C(NCc1ccco1)c1cc(-c2ccccn2)nc2ccccc12	7	2%	-1%	0%	-5%	-11%	-4%	1%	20%	9%	-3%
Nc1ccc(C(=O)N2N=C(c3ccccc3)CC2(O)C(F)(F)F)cc1 (configuration not stated)	1	-18%	12µM*	.	3%	0%	0%	15%	10µM*	-21%	2%
CN(C(=O)CSC(=O)c1ccccc1)c1ccccc1	2	15%	?	16%	.	-2%	2%	-7%	31%	-1%	-6%
NCCNC(=O)c1ncsc1-c1cccc(F)c1	30[activator]	.	.	.	-6%	.	.	5%[46.1 µM]	.	23%	-7%[46.1 µM]
COc1ccc(N(C(=O)c2ccco2)S(=O)(=O)c2cccs2)cc1	35[activator]	13%	1%	5%	3%	1%	-2%	0%	-27%	-3%	-3%
CCOc1cc(/C=N/Nc2nc(N3CCCCC3)nc(N3CCCCC3)n2)ccc1OC(=O)c1ccco1	-14	6%	-15%	2%	0%	-9%	-2%	-4%	?	-6%	-3%
CCN1CCN(Cc2c(C(=O)N/N=C(\C)c3ccc(Cl)c(Cl)c3)nnn2-c2nonc2N)CC1	.	5%	-2%	-3%	7%	0%	1%	1%	-3%	.	2%
Cc1ccc(/C=N/NC(=O)c2cccs2)o1	-2	?	17µM*	0%	24%	14%	?	16%	?	16%	2%
COc1ccc(NS(=O)(=O)c2cc(NC(=O)c3cc(F)c(F)c(F)c3F)ccc2N2CCCC2)cc1	-15	-4%	0%	-3%	.	0%	0%	-8%	-37%	-38%	-6%
Cc1csc(-c2cnn(-c3ccccc3)c2NC(=O)c2ccc(C(F)(F)F)cc2)n1	-3	3%	-15%	5%	1%	13%	2%	1%	-8%	-4%	9%
Cc1ccc(Nc2nc3ccccc3nc2-n2nc(C)cc2C)cc1	1	-3%	0%	-1%	2%	-4%	2%	0%	34%	2%	-4%

Limited to ELG1 genotox, PKM2 act and RORgamma inh, for three of the compounds above:
Compound,ELG1 genotox,PKM2 act,RORgamma inh
COC(=O)c1c(-c2ccc(F)cc2)noc1N,3%,0%,-18%
COC(=O)c1ccccc1NC(=O)[C@@H]1CCC(=O)N1C1OC(=O)c2c1ccc(OC)c2OC (some centres not stated),0%,-1%,6%
O=C(NCc1ccco1)c1cc(-c2ccccn2)nc2ccccc12,-11%,0%,20%

Remaining list, next part
SMILES	Giardia kill	Gal4-VP16 FLuc	FLuc modulator	PKM2 act	Menin-MLL TR inh	ELG1 genotox	p53 reactivation	NPC1 promoter act	RORgamma inh	BRCA1 expr up	Rab9 promoter act
CC(Sc1nc2c(N)ncnc2n1CCOc1ccccc1)C(=O)O (configuration not stated)	6	4%	0%	.	-7%	2%	1%	0%	-1%	11%	1%
Cc1ccc(NC(=O)CNS(=O)(=O)c2cccs2)cc1F	-8	-13%	?	28%	?	-1%	?	7%	8%	15%	12%
O=c1[nH]c(SCc2ccc(F)cc2Cl)nc2ccccc12	-13	-1%	-8%	-7%	-27%	1%	1%	0%	-20%	43%	2%
O=C(N/N=C/c1cccc(F)c1)c1ccc(Cl)cc1	7	-6%	2.4µM*	-3%	-13%	?	-4%	4µM*	?	?	3.2µM*
CCCCNC(=O)Nc1ccccc1C(=O)NCCC	1	-1%	-15%	1%	-1%	0%	-13%	-4%	23%	5%	0%
Nc1ncnc2c1ncn2CCN1CCOCC1	13	10%	-6%	-4%	11%	-10%	-6%	-1%	-6%	1%	18%
COc1ccc(NC(=O)CN(C)C(=O)c2c(C)nn(-c3ccccc3)c2Cl)cc1	31[activator]	.	4%	.	.	0%	-6%	1%	.	-34%	-4%
CCCCn1nnnc1SCC(=O)NNC(=O)c1ccco1	39[activator]	-6%	4%	-1%	9%	2%	2%	-5%	-17%	-4%	-2%
Cc1[nH]c2ccccc2c1C(=O)CSCC(=O)O	-4	-14%	-6%	1%	4%	2%	2%	0%	2%	15%	6%
C/C(=C\C(=O)c1ccc(Cl)cc1)Nc1ccc(N2CCOCC2)cc1	-13	10%	7%	4%	1%	-1%	3%	-1%	17%	22%	-2%
CCOc1ccccc1NC(=O)CCNS(=O)(=O)c1ccccc1	-13	.	-9%	-3%	1%	2%	.	0%	.	0%	10%
Cc1cccc(OCCN2CSC(=S)N(C)C2)c1	-8	14µM*	0%	-13%	-4%	-2%	-5%	-13%	13µM*	-67%	-21%
CCN(Cc1ccccc1)C(=O)c1cccnc1	-7	-2%	-1%	2%	9%	-9%	-9%	0%	16%	-9%	0%

Another view of 3 compounds above.
CC(Sc1nc2c(N)ncnc2n1CCOc1ccccc1)C(=O)O (configuration not stated)
- Giardia kill = 6
- Gal4-VP16 FLuc = 4%
- FLuc modulator = 0%
- PKM2 act = .
- Menin-MLL TR inh = -7%
- ELG1 genotox = 2%
- p53 reactivation = 1%
- NPC1 promoter act = 0%
- RORgamma inh = -1%
- BRCA1 expr up = 11%
- Rab9 promoter act = 1%

Cc1ccc(NC(=O)CNS(=O)(=O)c2cccs2)cc1F
- Giardia kill = -8
- Gal4-VP16 FLuc = -13%
- FLuc modulator = ?
- PKM2 act = 28%
- Menin-MLL TR inh = ?
- ELG1 genotox = -1%
- p53 reactivation = ?
- NPC1 promoter act = 7%
- RORgamma inh = 8%
- BRCA1 expr up = 15%
- Rab9 promoter act = 12%

O=c1[nH]c(SCc2ccc(F)cc2Cl)nc2ccccc12
- Giardia kill = -13
- Gal4-VP16 FLuc = -1%
- FLuc modulator = -8%
- PKM2 act = -7%
- Menin-MLL TR inh = -27%
- ELG1 genotox = 1%
- p53 reactivation = 1%
- NPC1 promoter act = 0%
- RORgamma inh = -20%
- BRCA1 expr up = 43%
- Rab9 promoter act = 2%

Only part of the results is shown; the hit share may differ from the screen's.
